PGK inhibitor = T. brucei PGK inhibition; PGK/GAPDH coupled, Kinase-Glo luminescence, 60 min; Potency, µM (series often up to 57.5 µM), for the others: top-dose activity change, negative = inhibition, usual class: inhibitors; actives 0.043% (n = 380,000); AID 602233; note: % is set by controls: 0 for no effect and ±100 for the full control effect; nearly all actives have a fitted effect of over 60% in size
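Luminescent ATP detection (Kinase-Glo Plus) follows a 60-minute room-temperature incubation, with wells lacking PGK as controls. Buffer: 100 mM TEA (pH 7.6), 5 mM MgCl2, 0.01% Tween-20. Coupling enzyme GAPDH (100 nM final) supplies unstable 1,3-BPG in-well.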
RGS4 inh = inhibitors of human regulator of G protein signaling 4. P49798. Transcreener GDP fluorescence polarization, RGS4-accelerated GTP hydrolysis. Potency, µM (series often up to 114 µM), for inactives: at the top dose activity change, negative = inhibition, actives largely listed as inhibitors. actives 0.039% (n = 390,000); note: % is set by controls: 0 for no effect and ±100 for the full control effect; nearly all actives have a fitted effect of over 75% in size; some results filed as inactive show a strong effect at the top dose
Target sequence (P49798 whole entry, looked up): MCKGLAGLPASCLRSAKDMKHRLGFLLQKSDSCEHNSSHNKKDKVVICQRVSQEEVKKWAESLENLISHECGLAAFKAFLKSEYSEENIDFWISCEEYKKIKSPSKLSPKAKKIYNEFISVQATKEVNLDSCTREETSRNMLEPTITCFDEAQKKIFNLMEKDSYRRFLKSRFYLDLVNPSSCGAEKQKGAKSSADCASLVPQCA
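MLSMR compounds (23 nl, pin-transferred) preincubated 10 min at room temperature with a 500nM (2x) first reagent, then RGS4 at 900nM (2x) plus Transcreener GDP mix added; fluorescence polarization (620/688 nm) read before and after 90 min at 30 °C.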
ALOX12 inh = inhibitors of human 12S-lipoxygenase ALOX12. P18054. purified 12hLO, xylenol orange hydroperoxide absorbance. Potency, µM (series often up to 108 µM), inactives show at the highest dose activity change, negative = inhibition, hits mostly inhibitors. actives 1.1% (n = 580,000). AID 1671190; note: % is set by controls: 0 for no effect and ±100 for the full control effect
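Purified human 12hLO (150 nM final) in 25 mM Hepes, 0.01% Triton X-100, pH 7.0 was preincubated 15 min at room temperature with compound. Then 40 uM arachidonic acid was added, 30 min. Hydroperoxide was read by Fe-XO absorbance ratio 573/405 nm.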
HP1b chromo inh = HP1-beta chromodomain-methylated histone interaction inhibition. AlphaScreen HP1-beta / biotin-H3K9me3 peptide binding. Potency, µM (series often up to 114 µM), for the others: at the highest dose activity change, negative = inhibition, hits mostly inhibitors. P83916. actives 0.56% (n = 390,000); note: nearly all actives have a fitted effect of over 70% in size; inactives centre near 23
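Compound inhibition of the preformed complex between 50 nM HP1-beta and 50 nM biotinylated H3K9me3 peptide was read by AlphaScreen. Buffer was PBS pH 7.4 with 0.01% Tween-20. Incubations ran 30 min at room temperature, with 10 ug/mL donor/acceptor beads.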
GLS inhibitor = glutaminase GLS (human) inhibition; O94925; GLS enzymatic activity, qHTS titration; Potency, µM (doses to about 45.5 µM), inactives show at the highest dose activity change, negative = inhibition, actives largely listed as inhibitors; actives 0.21% (n = 410,000); AID 624170; note: % is set by controls: 0 for no effect and ±100 for the full control effect
Target sequence (O94925 whole entry, looked up): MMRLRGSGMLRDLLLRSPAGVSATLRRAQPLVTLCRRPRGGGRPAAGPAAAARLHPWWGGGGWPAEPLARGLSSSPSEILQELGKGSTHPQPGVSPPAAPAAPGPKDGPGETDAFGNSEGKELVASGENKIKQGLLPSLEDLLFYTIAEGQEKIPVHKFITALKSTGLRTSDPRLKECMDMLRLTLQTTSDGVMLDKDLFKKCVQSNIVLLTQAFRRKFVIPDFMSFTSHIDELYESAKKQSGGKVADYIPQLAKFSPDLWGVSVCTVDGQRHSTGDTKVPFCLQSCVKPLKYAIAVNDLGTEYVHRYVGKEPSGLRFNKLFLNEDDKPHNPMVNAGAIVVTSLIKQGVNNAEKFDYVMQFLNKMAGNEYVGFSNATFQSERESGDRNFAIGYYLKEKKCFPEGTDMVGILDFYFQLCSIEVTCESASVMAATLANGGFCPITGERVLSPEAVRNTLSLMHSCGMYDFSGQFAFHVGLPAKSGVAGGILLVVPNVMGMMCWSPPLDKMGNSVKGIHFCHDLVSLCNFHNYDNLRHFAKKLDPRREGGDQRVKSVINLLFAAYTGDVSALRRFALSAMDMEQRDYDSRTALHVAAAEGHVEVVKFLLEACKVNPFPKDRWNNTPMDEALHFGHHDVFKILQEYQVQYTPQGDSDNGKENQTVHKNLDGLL
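Read-out is an Amplex red fluorescence increase coupled through glutamate oxidase and HRP, measured before and after 30 min room-temperature incubation. hKGA is in 45 mM KH2PO4 (pH 8.2) with 0.02% Tween-20; glutamine added as 1mM solution.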
Pin1 inh = inhibitors of human Pin1; Q13526; Pin1 FP peptide displacement, HiFluor488, 10 min; Potency, µM (series often up to 115 µM), without a hit: top-dose activity, negative = inhibition, usual class: inhibitors; actives 0.009% (n = 390,000); AID 504891; active = well fitted inhibition curve with a large enough effect in the polarisation, with a control signal flat, not every such curve was filed as active; inconclusive = small, poorly fitted or top-dose-only effect, or effect the other way, or a change in a side signal; inactive = no such curve, though single readings can be large or run the other way; the % refers to the polarisation; note: % is set by controls: 0 for no effect and ±100 for the full control effect
Target sequence (Q13526 whole entry, looked up): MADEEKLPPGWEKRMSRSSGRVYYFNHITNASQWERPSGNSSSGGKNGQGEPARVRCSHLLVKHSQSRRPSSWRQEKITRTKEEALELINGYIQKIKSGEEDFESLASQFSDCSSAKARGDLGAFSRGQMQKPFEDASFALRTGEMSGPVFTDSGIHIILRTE
ERG Ets-DNA blk = inhibitors of human ERG Ets domain-DNA interaction; P11308; fluorescence polarization, His-ERG Ets domain / labelled DNA; Potency, µM (series often up to 76.9 µM), without a hit: top-dose FP activity, negative = inhibition, hits mostly inhibitors; actives 0.028% (n = 370,000); AID 624246; active = well fitted inhibition curve with a large enough effect in the polarisation, with a control signal flat; inconclusive = small, poorly fitted or top-dose-only effect, or effect the other way, or a change in a side signal; inactive = no such curve, though single readings can be large or run the other way; the % refers to the polarisation;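 note: polarization taken with two DNA probes labelled with fluorescein and Texas red; % of control where 0% means no effect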
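His-tagged ERG Ets domain (1 uM in the protein solution; 300mM KCl, 50mM Tris-HCl, 1mM EDTA, 1mM DTT, pH 7.5) received compound, then a probe mix of 5 nM fluorescein-DNA and 100nM Texas-615-DNA. Fluorescence polarization was read for both dyes.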
JMJD2A Tudor = blocks the human JMJD2A Tudor domain. O75164. actives 4.4% (n = 390,000). AID 504339. AlphaScreen JMJD2A-Tudor / H3K4me3 peptide binding. Potency, µM (doses to about 114 µM), for inactives: at the highest dose activity change, negative = inhibition, actives largely listed as inhibitors; note: % is set by controls: 0 for no effect and ±100 for the full control effect; nearly all actives have a fitted effect of over 50% in size
rTrxR1 inhibitor = blocks rat thioredoxin reductase 1 | AID 588453 | actives 1% (n = 390,000) | O89049 | Potency, µM (highest dose often 114 µM), for the others: at the highest dose activity change, negative = inhibition, most hits filed as inhibitors | recombinant rTrxR1, NADPH fluorescence consumption, selenite substrate; note: % is set by controls: 0 for no effect and ±100 for the full control effect; nearly all actives have a fitted effect of over 65% in size
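Rat TrxR1 (90 nM in the dispensed reagent) was pre-reduced with 400 uM NADPH for 5 min at room temperature, then incubated with compound for 15 min. After 400 uM selenite was added, NADPH fluorescence (Ex 340/Em 450 nm) was followed for 8 min.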
Numbers without * were called inactive; i = inactive; ? = inconclusive; nt = not tested or not shown; [ ] = remark or other dose. Unless noted, calls come from the whole dose curve; as a rule, active = well fitted curve in the direction sought with a large enough effect; inconclusive = small, poorly fitted or top-dose-only effect, or another doubt; inactive = no such curve, though single readings can be large; an effect the other way counts as inactive or inconclusive. Potency is the fitted concentration of half-maximal effect.

smiles,PGK inhibitor,RGS4 inh,ALOX12 inh,HP1b chromo inh,GLS inhibitor,Pin1 inh,ERG Ets-DNA blk,JMJD2A Tudor,rTrxR1 inhibitor
Cc1cc(NC(=O)Nc2ccccc2[N+](=O)[O-])n(C)n1,7.0%,20.7%,0.0%,24.7%,10.7%,4.4%,0.0%,-19.1%,14.6%
COc1ccc(-c2cc(-c3cccs3)c(C#N)c(SCC(=O)NCc3ccccc3)n2)cc1,8.9%,25.1%,35.6%[activator],30.7%,-2.7%,-1.6%,-0.6%,0.3%,-10.4%
CCN1CCN(c2ncnc3c2cnn3-c2ccc(Cl)cc2)CC1,-3.1%,16.4%,-0.6%[57.4 µM],21.9%,-1.7%,0.3%,-6.2%,-19.9%,17.7%
N#Cc1nc(-c2ccc(COc3ccccc3)o2)oc1N1CCN(c2ccccc2)CC1,-4.0%,-14.2%,-4.2%,18.2%,-3.3%,-1.4%,-6.1%,-14.2%,53.5%[activator]
CCOC(=O)C1(CCc2ccccc2)CCN(C(=O)CN2CCOC2=O)CC1,-0.9%,-7.6%,-0.3%,41.9%[activator],-13.7%,1.5%,3.1%,-9.9%,10.7%
COc1ccc(-c2cc(C(=O)Nc3cc(C)n(Cc4ccc(Cl)cc4)n3)no2)cc1OC,i,-15.2%,12.8%,11.7%,-3.2%,24.7%,13.0%,-5.8%,4.5%[57.1 µM]
Cc1ccc(-c2nnn(CC(=O)Nc3ccc4nn(-c5ccccc5)nc4c3)n2)o1,0.3%,-36.3%,-5.6%,8.4%,-0.1%,-4.7%,0.7%,-14.2%,1.8%
COc1ccc2nc(NC(=O)C(NS(=O)(=O)c3cccs3)C(C)C)sc2c1 (stereo unspecified),-0.6%,7.4%,-2.5%,14.4%,8.3%,5.2%,0.6%,-15.9%,20.2%
CCOP(=O)(OCC)/C(=N/OC(=O)c1cccc([N+](=O)[O-])c1)C(N)=O,-2.0%,-6.7%,-7.8%,26.2%,18.3%,3.6%,-2.5%,-10.8%,6.5%
CC1(NC(=O)CSc2nnc(-c3ccco3)n2Cc2ccccc2)CCS(=O)(=O)C1 (stereo unspecified),0.4%,-12.2%,?,38.7%[activator],3.3%,-2.2%,1.8%,-9.4%,-26.2%
COc1cc2c(-c3ccc4[nH]ccc4c3)c(-c3ccc(C#N)cc3)oc(=O)c2cc1OC,-1.5%,2.3%,?,34.6%,7.5%,6.7%,19.2%,-12.7%,70.9%
O=C(c1ccccc1)N1CCc2cc(CNS(=O)(=O)c3ccccc3Cl)ccc21,i,22.7%,-3.9%,25.6%[57 µM],3.8%,16.5%,1.4%,-6.2%,20.5%[57.1 µM]
COc1ccc(C(=O)NCCNC(=O)c2cnccn2)cc1OC,-0.1%,37.7%,-1.6%,-19.2%,2.4%,-23.4%,-5.2%,-13.3%,19.5%
Cc1ccc(CN2CCN(/N=C/c3ccco3)CC2)c(C)c1,i,28.0%,?,?,22.8%,0.8%,1.5%,?,-4.7%[57.1 µM]
C=CCn1c(SCC(=O)Nc2cc(C)ccc2OC)nnc1-c1ccco1,-3.2%,11.5%,0.0%,26.6%,-0.5%,8.8%,-10.4%,-10.4%,-16.0%
Cn1nnnc1SCc1cc(=O)n2ccsc2n1,nt,8.1%,9.5%,26.4%,-1.7%,?,-13.4%,-9.8%,-5.8%
COc1ccccc1N(CC(=O)Nc1ccc(Br)cc1F)S(=O)(=O)c1cccs1,-3.3%,-14.9%,-5.4%,39.2%[activator],-4.6%,38.6%[activator],3.5%,-11.6%,36.3%[57.1 µM]
Cc1cc(=O)oc2c3c(cc(OCC(=O)NCc4ccccc4)c12)OC(C)(C)CC3,-1.9%,-2.5%,-12.7%,31.4%,-5.5%,-0.1%,-4.3%,-9.5%,28.7%
COc1ccc(OC(=O)COc2ccccc2C)cc1,-11.8%,-1.9%,?,146.4%[activator],-2.3%,-1.7%,-3.3%,88.3%[activator],3.1%
Cc1sc2c(c1C)c(=O)n(-c1cccc(C(F)(F)F)c1)c(=O)n2Cc1ccc(F)cc1,nt,29.6%,-4.0%,17.6%,4.4%,0.3%,-11.1%,-7.5%,13.5%
CCOC(=O)NC(=O)CSc1ccc(C)cc1C,i,-9.9%,-3.2%,30.1%,0.0%,1.1%,18.8%,1.4%,7.1%
CCOc1ccc(NC(=O)C2CCCN(S(=O)(=O)c3cccc4nonc34)C2)cc1 (stereo unspecified),-6.5%,2.2%,-17.7%,6.3%,-1.7%,37.2%[activator],0.6%,-16.4%,3.5%
O=C(COC(=O)C1CCN(c2ccc(C(F)(F)F)cn2)CC1)Nc1cccc(F)c1,i,?,?,115.7%[activator],-5.3%,10.0%,11.5%,6.5%,-2.4%[57.1 µM]
COc1cc([C@H]2c3[nH]c4ccccc4c3C[C@H]3C(=O)N4[C@@H](c5cc(OC)c(OC)c(OC)c5)c5[nH]c6ccccc6c5C[C@H]4C(=O)N23)cc(OC)c1OC,-0.1%,-24.9%,nt,28.6%,-4.9%,26.4%,-11.1%,-8.4%,16.7%[57.1 µM]
CC(=O)Nc1nonc1NC(=O)CSc1nc2ccccc2o1,i,-15.1%,-16.3%,41.7%,3.5%,-4.3%,-4.2%,-17.2%,10.1%
N#Cc1ccc(OCC(=O)Nc2ccc(S(=O)(=O)N3CCOCC3)cc2)cc1,-0.6%,4.6%,-3.2%,39.1%[activator],5.0%,3.8%,13.6%,-15.2%,20.2%
CCOC(=O)C1=CNS(=O)(=O)NC1c1ccc(OC(C)=O)cc1 (stereo unspecified),-9.5%,3.0%,1.7%,32.2%,14.0%,-3.9%,1.5%,-27.3%,-21.4%
CC1=C(C#N)C(C)C2=C(CC(C)(C)CC2=O)N1 (stereo unspecified),2.3%,9.8%[11.4 µM],0.0%,-2.2%,36.1%[activator],1.6%,-0.4%,3.1%[11.4 µM],-10.9%
CCN(CC)CCCN(C(=O)c1cccc(C)c1)c1nc(-c2ccc(OC)cc2)cs1,i,0.3%,?,-8.8%,5.8%,-17.1%,17.6%,?,12.4%
CCOc1cc(C(C(=O)NCC2CCCO2)N(C(=O)Cn2nnc3ccccc32)c2ccc(OC)c(OC)c2)ccc1O (stereo unspecified),-12.8%,-22.0%,-1.7%,21.3%,-25.2%,-2.4%,0.9%,13.4%,30.2%[57.1 µM]
c1coc(-c2nnc(-c3cccs3)o2)c1,-8.6%,-14.5%,-24.0%,17.1%,0.5%,-4.8%,3.1%,4.5%,11.9%
O=Cc1c[nH]c2ccc(S(=O)(=O)N3CCOCC3)cc12,8.7%,28.8%,-3.6%,40.6%,2.9%,5.2%,8.7%,-2.1%,19.8%
Nc1ncc(C(=O)O)c(-c2ccccc2)n1,-1.0%,10.5%,-0.6%,51.1%[activator],-10.8%,-0.9%,-15.6%,-0.7%,2.3%
Cc1ccc(OCC(=O)Nc2cccc(-c3nnc(-c4ccccc4)o3)c2)cc1,-7.2%,-41.7%,-16.1%,39.1%[activator],-1.0%,60.6%[activator],3.7%,-13.2%,11.3%
N#Cc1c(NCCO)ccc([N+](=O)[O-])c1NCCO,-2.8%,-14.2%,?,38.3%,3.6%,0.0%,1.0%,-14.2%,?
O=C(CSCc1ccccc1)Nc1ccccc1C(=O)Nc1ccc(C(=O)O)cc1,i,7.3%,0.0%,15.5%,-1.6%,-17.6%,-11.9%,-5.9%,-31.5%
CCNS(=O)(=O)c1ccc(NC(=O)c2c(-c3ccccc3)noc2C)cc1,-1.7%,-3.7%,-7.1%,15.2%[57 µM],5.1%,-1.3%,19.2%,-11.1%,2.7%
Cc1ccc(S(=O)(=O)Nc2cccc(-c3cn4cccc(C)c4n3)c2)cc1,4.9%,-1.8%,?,-12.8%,0.8%,?,2.2%,-25.6%,4.8%[57.1 µM]
C=CCc1c(C)nc(C)nc1N/N=C/c1ccc([N+](=O)[O-])cc1,-0.4%,21.5%,14.5%,16.6%,12.8%,-0.9%,-0.7%,-12.5%,1.0%[57.1 µM]
CCN(CC)c1ccc(C(=O)OCC(=O)Nc2cccc(S(=O)(=O)NC3=NCCCCC3)c2)cc1,-7.4%,-12.5%,-29.7%,18.3%,-1.9%,19.6%,-2.4%,-12.9%,-0.8%
O=S(=O)(Nc1cccc(-c2ccc(N3CCCCC3)nn2)c1)c1cccs1,-3.2%,-16.3%,-14.8%,6.3%[57 µM],9.4%,9.5%,0.4%,-35.1%,13.2%[57.1 µM]
CC1(C)CN(c2ccc(-c3ccnc4ncnn34)cc2)C1=O,0.9%,2.1%,-0.9%,38.0%,-7.9%,4.8%,1.6%,-2.1%,?

Only part of the results is shown, so the mix of outcomes need not match the whole.
